# Bioassay records as filed in PubChem BioAssay.
# procasp7 counter: counter-screen for procaspase-3 activators: activators of human procaspase-7. P55210. activation, % at 8.5 µM. recombinant procaspase-7, Ac-DEVD-pNA absorbance 405 nm; D23A/D198A/D206A triple mutant, cannot self-cleave; scale: DMSO 0, 5 µM enzyme 100. hit rate 0.093% among 330,000. AID 463210;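 active = percent activation above the screen-wide mean plus 3 SD, cut at about 25% in these data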
#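 Assay system: Uncleavable procaspase-7 mutant enzyme; Input: 2 µM procaspase-7 mutant as dispensed; Also added: DEVD-pNA substrate; Medium: Zinc-free HEPES pH 7.4 with 300 mM NaCl, 0.01% Triton X-100; Timing: 1 h compound preincubation, 2 h substrate cleavage, 25 °C; Measured by: Epi-absorbance of released pNA at 405 nm, two timepoints.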
# procasp3 activ: procaspase-3 (human) activation; P42574; recombinant procaspase-3 D3A, Ac-DEVD-pNA absorbance 405 nm; activation, % at 8.5 µM; hit rate 0.11% among 330,000;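 active = activation above the mean of all tested compounds plus 3 SD, cut at about 21% in these data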;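 note: 0% = DMSO alone and 100% = DMSO wells spiked with extra 5 µM PC-3 D3A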
#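 Evaluation: percent activation relative to control range; Material: Procaspase-3 D3A mutant, all three cleavage aspartates alanine; Compound: single dose, 8.5 µM nominal compound, 0.8% DMSO; Replication: one well per compound; Signal: absorbance at 405 nm, 0 and 120 min; Schedule: 1 h preincubation plus 2 h reaction at 25 °C.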
# RPL19A TOR yeast: yeast TOR pathway RPL19A-GFP modulation; S. cerevisiae RPL19A-GFP strain, flow cytometry, 3 h; hits give low values; AID 2025; percent response vs DMSO, % at 10 µM; hit rate 0.3% among 330,000;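 active = percent response vs DMSO below 50%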;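 note: median channel GFP fluorescence of the barcoded RPL19A-GFP strain; ratio of sample median GFP to plate DMSO average so 100% = DMSO; lower means less RPL19A-GFP as with rapamycin TOR inhibition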
# ZTA DNA inh: blocks Epstein-Barr virus ZTA, an EBNA-1 counter-screen | hit rate 0.15% among 320,000 | ZTA-DNA binding, fluorescence polarization | inhibition, % at 11 µM | AID 2234; in the data active = inhibition above about 33%
# LAP4-GFP MLPCN: modulators of TOR pathway LAP4-GFP in S. cerevisiae | S. cerevisiae LAP4-GFP multiplex, flow cytometry GFP, 3 h; median GFP as percent of DMSO wells | GFP response vs DMSO, % at 10 µM | hit rate 0.34% among 320,000 | AID 2023;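 active = GFP response vs DMSO above a set limit, about the screen mean plus 3 SD, cut at about 150% in these data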
# MEP2-GFP yeast: modulators of TOR pathway MEP2-GFP in S. cerevisiae; S. cerevisiae MEP2-GFP strain, flow cytometry GFP, 3 h; 100% = DMSO control level; GFP response vs DMSO, % at 10 µM; hit rate 0.51% among 330,000;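 active = GFP response versus DMSO above a set limit, roughly screen mean plus 3 SD, cut at about 180% in these data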;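 note: median GFP fluorescence of the barcode-gated MEP2-GFP cells per well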
# AHR act: activators of human aryl hydrocarbon receptor; P35869; hit rate 2.5% among 320,000; AHR-responsive luciferase reporter cells, luminescence; activation, % at 5 µM; in the data active = activation above about 47%;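 note: 0% = vehicle wells and 100% = reference agonist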
# EBNA-1 inhibitor: blocks EBNA-1 binding to DNA; EBNA-1 DNA binding, fluorescence polarization; hit rate 0.34% among 300,000; inhibition, % at 14.8 µM; AID 1950; in the data active = inhibition above about 28%
# Numbers without * were called inactive; / = not tested or not shown. Outcome played no part in choosing rows; any-hit rate near 3.8%.
SMILES,procasp7 counter,procasp3 activ,RPL19A TOR yeast,ZTA DNA inh,LAP4-GFP MLPCN,MEP2-GFP yeast,AHR act,EBNA-1 inhibitor
CN(Cc1cn[nH]c1-c1ccc(-c2ccccc2)cc1)CC1CCOCC1,4,-10,96,9,94,92,16,-5
COc1ccccc1C(=O)N/C(=C/c1ccc2c(c1)OCO2)C(=O)Nc1cccc(C(=O)O)c1,-6,-6,105,-5,93,100,2,-1
NC(=O)c1ccc(/C=N/O)[n+](Cc2ccccc2)c1,10,6,103,4,99,100,-1,3
CCCOc1cccc(C2/C(=C(/O)c3ccc4c(c3)CC(C)O4)C(=O)C(=O)N2CCN2CCOCC2)c1 (stereo not given),-15,1,102,0,97,99,0,15
COc1ccc(/C=N/n2cncn2)cc1Cn1nc(C)c([N+](=O)[O-])c1C,0,9,97,15,107,99,0,4
COC(=O)c1cc(-c2c(-c3cc(OC)c(OC)c(OC)c3)noc2C)cc([N+](=O)[O-])c1,-2,-10,99,-8,122,94,2,9
NC(=O)CNC(=O)[C@@H]1CC2(CC(c3cccc(Br)c3)=NO2)CN1C(=O)c1ccc(Br)cc1 (stereo not given in full),5,-3,102,-17,109,92,5,-1
CC(C)CN(C(=O)CSc1nnnn1-c1ccccc1)c1c(N)n(CC(C)C)c(=O)[nH]c1=O,-3,4,101,-11,101,104,1,0
O=C(CSC(=S)N1CCCC1)N(Cc1nnc(-c2ccccc2Cl)o1)C1CC1,-6,-9,98,-4,106,94,1,/
CN(CC(=O)Nc1ccccc1Cl)C(=O)C1CCN(C(=O)c2ccc(Cl)cc2)CC1,2,-3,90,-7,86,93,2,-2
Cc1ccccc1/C=C1\OC(=O)c2ccccc21,2,1,98,-6,110,105,-3,11
CN1CCN(C(=O)c2cc3nc(-c4ccco4)cc(C(F)(F)F)n3n2)CC1,-3,-3,93,12,87,89,-1,4
Cn1ccnc1SCC(=O)Nc1ccc2c(c1)OCO2,5,-1,103,-4,99,96,36,10
CC(Sc1nc2ccc(C(=O)c3ccccc3)cc2[nH]1)C(=O)O (stereo not given),-8,7,101,-2,94,104,0,9
CC1CCN(Cc2ccc(-c3nnn(CC(=O)Nc4ccccc4Cl)n3)cc2)CC1,4,6,95,11,100,101,-1,-1

# 3 compounds already listed, arranged by molar mass, highest first:
SMILES,procasp7 counter,procasp3 activ,RPL19A TOR yeast,ZTA DNA inh,LAP4-GFP MLPCN,MEP2-GFP yeast,AHR act,EBNA-1 inhibitor
CN(CC(=O)Nc1ccccc1Cl)C(=O)C1CCN(C(=O)c2ccc(Cl)cc2)CC1,2,-3,90,-7,86,93,2,-2
COC(=O)c1cc(-c2c(-c3cc(OC)c(OC)c(OC)c3)noc2C)cc([N+](=O)[O-])c1,-2,-10,99,-8,122,94,2,9
CN1CCN(C(=O)c2cc3nc(-c4ccco4)cc(C(F)(F)F)n3n2)CC1,-3,-3,93,12,87,89,-1,4

# (more compounds)
SMILES,procasp7 counter,procasp3 activ,RPL19A TOR yeast,ZTA DNA inh,LAP4-GFP MLPCN,MEP2-GFP yeast,AHR act,EBNA-1 inhibitor
CC(=O)N1CCCc2cc(S(=O)(=O)N3CCCC(C(=O)NCc4ccccc4)C3)ccc21 (stereo not given),1,4,99,-17,90,95,0,-1
Cc1cccc(NC(=S)NNC(=O)Cc2ccccc2)c1,-18,-11,112,-18,103,103,4,0
Cc1onc(-c2ccccc2)c1C(=O)Nc1ccon1,11,3,100,5,102,103,5,-4
CCN(Cc1ccncc1)C(=O)c1ccc(Br)o1,5,-7,102,6,89,100,2,4
Cc1ccc(S(=O)(=O)/N=C(/c2ccc(F)cc2)N2CCCC2)cc1,7,-2,102,-5,92,99,0,-2
COc1ccc(NC(=O)c2ccc(-c3ccccc3)cc2)cc1NS(=O)(=O)c1ccc(F)cc1,3,1,99,25,91,103,2,-2
COc1ccc(N=C2SC(C(=O)N3CCN(c4ccc([N+](=O)[O-])cc4)CC3)CC(=O)N2C)cc1 (stereo not given),-7,-5,104,14,91,101,5,15
CC(C)C(OC(=O)c1cccs1)C(=O)NCc1ccccc1 (stereo not given),9,-6,97,7,97,94,-1,18
Cc1cccc(C)c1N(CC(=O)N1CCOCC1)S(C)(=O)=O,-1,9,99,11,98,110,-1,2
Cc1cc(C)n2nc(C(=O)N/N=C/c3cccc(Cl)c3)nc2n1,2,7,110,-10,99,105,-1,-15
CCC(C)(C)NC(=O)C(c1ccc(C)cc1)N(CCN1CCOCC1)C(=O)CNC(=O)c1cccs1 (stereo not given),3,-5,96,8,103,102,0,-1
O=C(Nc1ccccc1Cl)ON=C1c2ccccc2-c2ccccc21,-7,8,100,-16,112,101,10,7
O=C1c2ccccc2C(=O)N1CCCCSc1nc2ccccc2c(=O)n1CCCN1CCOCC1,1,-3,97,6,104,101,-3,5
O=[N+]([O-])c1c(Nc2ccc(O)cc2)cc(Cl)c2nonc12,-11,-8,97,-1,92,88,1,7
CN(CC(=O)Nc1ccc(Br)cc1)Cc1ccccc1,4,10,99,3,93,102,2,-3

# Reformatted with two lines to a compound: part of the list above
# Each structure is followed by: procasp7 counter | procasp3 activ | RPL19A TOR yeast | ZTA DNA inh | LAP4-GFP MLPCN | MEP2-GFP yeast | AHR act | EBNA-1 inhibitor
COc1ccc(N=C2SC(C(=O)N3CCN(c4ccc([N+](=O)[O-])cc4)CC3)CC(=O)N2C)cc1 (stereo not given)
 : -7 | -5 | 104 | 14 | 91 | 101 | 5 | 15
CC(C)C(OC(=O)c1cccs1)C(=O)NCc1ccccc1 (stereo not given)
 : 9 | -6 | 97 | 7 | 97 | 94 | -1 | 18
Cc1cccc(C)c1N(CC(=O)N1CCOCC1)S(C)(=O)=O
 : -1 | 9 | 99 | 11 | 98 | 110 | -1 | 2
Cc1cc(C)n2nc(C(=O)N/N=C/c3cccc(Cl)c3)nc2n1
 : 2 | 7 | 110 | -10 | 99 | 105 | -1 | -15

# (list continues)
SMILES,procasp7 counter,procasp3 activ,RPL19A TOR yeast,ZTA DNA inh,LAP4-GFP MLPCN,MEP2-GFP yeast,AHR act,EBNA-1 inhibitor
C[C@]12CC[C@H](O)CC1=CCC1C2CC[C@@]2(C)C1CC[C@@H]2NC(=O)CCC(=O)O (stereo not given in full),-4,11,104,/,99,100,0,/
O=C(Nc1cccc(S(=O)(=O)N2CCCCCC2)c1)c1ccc(Cl)nc1,2,-4,100,/,99,111,4,/
COc1ccccc1CNC(=S)NCCc1ccccc1,7,3,102,1,95,100,26,-3
COc1ccc(C(=O)NC(C)CCc2ccccc2)c(OC)c1 (stereo not given),6,14,102,-16,99,97,0,-3
CCCn1c(SCC(=O)N2CCCCC2)nc2c1c(=O)n(C)c(=O)n2C,-2,0,103,-6,93,101,4,-18
CCN(CC)C(=O)Cn1cnc([N+](=O)[O-])n1,10,-1,100,1,100,104,3,8
Cc1[nH]nc2c1C(c1ccoc1)C(C#N)=C(N)O2 (stereo not given),-5,1,94,2,96,86,0,8
Cc1sc2ncn(CC(=O)NCc3ccco3)c(=O)c2c1-c1ccc(F)cc1,-11,-14,98,16,92,102,2,8
Cc1cc(C(=O)Nc2ccc(Cl)cc2)on1,2,3,96,-3,83,107,23,-10
CCOc1cc(CNC2CCCC2)ccc1OCc1ccccc1Cl,2,-3,99,13,110,107,0,-7
Cc1ccc(-c2csc(NC(=O)C3=COCCO3)n2)cc1C,-5,4,88,-12,117,92,19,1
CC(C)COc1ccc(C(=O)OCC(=O)N(C)CC(=O)Nc2ccc(F)cc2)cc1,3,1,106,-9,111,106,2,-2
CCOC(=O)CSc1ccc(C(=O)Nc2ccc(OC)cc2)cn1,-2,4,96,7,108,100,57*,11
CC1(C)C(=O)Nc2ccccc2N1C(=O)COc1ccccc1C#N,9,-1,87,/,158*,99,6,/
CCC(=O)OCCNc1nc(-c2ccccc2)nc2ccccc12,8,-7,95,2,113,95,26,-3
COC(=O)c1cn(C(=O)c2cc(Br)ccc2Cl)c2ccccc12,-5,0,104,-7,93,104,9,12
CC(C)C(c1nnnn1CCc1ccccc1)N1CCOCC1 (stereo not given),2,-4,114,-11,108,99,0,-3
CC(=O)N1CCN(C(=O)c2ccccc2NS(=O)(=O)c2ccc(F)cc2)CC1,4,2,111,-8,109,109,-1,/
Cc1cccc2c1NC1(CCCC1)CC2C (stereo not given),-1,-15,90,9,99,99,3,-2
COc1cccc(NC(=O)CN(C)C(=O)CSCc2nc3scc(-c4cccs4)c3c(=O)[nH]2)c1,2,6,93,-3,103,96,3,-6
CCN(CC)c1nc(Nc2ccc([N+](=O)[O-])cc2)nc(N(CC)CC)n1,-1,0,100,-3,92,102,9,-8
C/C=C1\COC(C(=O)NCc2cccc(OC)c2OC)(C(F)(F)F)C=C1C=C1CCCCC1 (stereo not given),-7,0,99,7,105,95,0,-3
CCOc1ccc(S(=O)(=O)N(C)c2ccc(OCC(=O)Nc3nccs3)cc2)cc1,7,14,95,-13,130,115,6,-12
Cc1nc2ccc(C(=O)N/N=C/c3ccccc3O)cc2[nH]1,-72,-66,103,-23,97,107,14,-12
COc1cc(OC)cc(C(=O)NNC(=O)CCNS(=O)(=O)c2ccc(Br)cc2)c1,4,9,99,/,94,97,2,/
O=C(N/N=C/c1ccc2cccnc2c1)c1nc2ccccc2c(=O)[nH]1,3,1,97,12,113,94,10,2
CCC(=O)Nc1ccccc1C(=O)OCC(=O)Nc1ccc(S(N)(=O)=O)cc1,-7,-4,95,1,97,93,1,-13
Cn1c(=O)c2c(ncn2CC(=O)N/N=C/c2ccc(Br)s2)n(C)c1=O,0,4,104,-6,100,106,13,5
c1ccc2nc(N3CCN(Cc4ccc5c(c4)OCO5)CC3)cnc2c1,3,-3,99,-11,103,100,1,-8
CCCCCCC(=O)Oc1ccc(N2C(=O)CCC2=O)cc1,-2,-1,90,1,71,94,0,4
CCOCCCNC(=O)C(c1ccc(C)cc1)N(Cc1cccs1)C(=O)c1ccccc1O (stereo not given),10,-1,90,-6,98,94,1,1

# Compound profiles (already shown). Screens in order: procasp7 counter | procasp3 activ | RPL19A TOR yeast | ZTA DNA inh | LAP4-GFP MLPCN | MEP2-GFP yeast | AHR act | EBNA-1 inhibitor
# Cn1c(=O)c2c(ncn2CC(=O)N/N=C/c2ccc(Br)s2)n(C)c1=O across the screens: 0 | 4 | 104 | -6 | 100 | 106 | 13 | 5
# CC(C)C(c1nnnn1CCc1ccccc1)N1CCOCC1 (stereo not given) across the screens: 2 | -4 | 114 | -11 | 108 | 99 | 0 | -3
# CCC(=O)Nc1ccccc1C(=O)OCC(=O)Nc1ccc(S(N)(=O)=O)cc1 across the screens: -7 | -4 | 95 | 1 | 97 | 93 | 1 | -13
